Compound activity: PubChem, National Center for Advancing Translational Sciences (NCATS)
HttQ103 aggreg – mutant huntingtin aggregation inhibition; Potency, µM (doses to about 46.1 µM), inactives show at the top dose activity change, negative = inhibition, most hits filed as inhibitors; 220,000 compounds, 1.1% hits; PC12 HttQ103-GFP aggregates, Acumen cytometry, 40 h; note: potency is the fitted concentration of half-maximal effect; % is set by controls: 0 for no effect and ±100 for the full control effect; nearly all actives have a fitted effect of over 60% in size
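Read-out: GFP aggregate count by laser scanning cytometer (488 nm excitation, 500-530 nm emission, 1–25 µm objects >6 SD above background). Cells: PC12, inducible HTTex1-Q103-GFP, 100 nM tebufenozide; compounds titrated.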
IMPase Li inh – IMPase inhibition in cells with lithium potentiation; 210,000 compounds, 0.35% hits; Potency, µM (series often up to 59.4 µM), for inactives: at the top dose activity, negative = IMPase inhibition, usual class: inhibitors; CHO-M1 cells, IP1 TR-FRET (IP-One), carbachol + lithium;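 note: IP1 builds up when IMPase is blocked and the TR-FRET signal falls; potency is the fitted concentration of half-maximal effect; plate controls were basal vehicle for no effect and high inhibitor control for full effect; nearly all actives have a fitted effect of over 50% in size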
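Concentration–response in CHO-M1 cells, lithium-potentiated; 30 min at 37C. IP1 detected by competitive TR-FRET after 10 min lysis at RT. Hill-fitted AC50.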
NPSR antagonist – antagonists of human neuropeptide S receptor cAMP signaling. Q6W5P4. CHO-NPSR cells, cAMP TR-FRET, antagonist mode. Potency, µM (titrated, usually from 38.3 µM), for inactives: top-dose activity change, negative = inhibition, usual class: inhibitors. 220,000 compounds, 1% hits. AID 1461; note: potency is the fitted concentration of half-maximal effect; % is set by controls: 0 for no effect and ±100 for the full control effect; nearly all actives have a fitted effect of over 50% in size; many of its hits are not listed in these tables
KinaseGlo FLuc – Kinase-Glo luciferase inhibition (counter-screen) | Q27757 | 200,000 compounds, 0.28% hits | Kinase-Glo luciferase, ATP luminescence, 8 min | AID 1379 | Potency, µM (doses to about 38.3 µM), for inactives: at the highest dose activity change, negative = inhibition, hits mostly inhibitors; note: potency is the fitted concentration of half-maximal effect; % is set by controls: 0 for no effect and ±100 for the full control effect; nearly all actives have a fitted effect of over 60% in size
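Compound is pinned into ATP-containing buffer (10 uM ATP, imidazole pH 7.2, 7 mM MgCl2). Kinase-Glo luciferase reagent is then added. Light output is recorded following an 8-min room-temperature incubation.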
Lamin A splicing – changes lamin A minigene splicing in HeLa cells | 200,000 compounds, 0.01% hits | HeLa LMNA splicing GFP/RFP minigene ratio, 48 h | Potency, µM (titrated, usually from 46.1 µM), inactives show top-dose ratio change, negative = inhibition, hits mostly inhibitors | AID 1487; active = well fitted inhibition curve with a large enough effect in the signal ratio, with a control signal flat, not every such curve was filed as active; inconclusive = small, poorly fitted or top-dose-only effect, or effect the other way, or a change in a side signal; the % refers to the signal ratio; note: potency is the fitted concentration of half-maximal effect; % is set by controls: 0 for no effect and ±100 for the full control effect
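S3 HeLa stable clones carrying a lamin A-EGFP splicing minigene plus DsRed2 were seeded at 600 cells/well in Opti-MEM with 2% FBS, pin-dosed and incubated 48 h at 37°C. Acumen cytometry (488 nm) gave the GFP/RFP total-intensity ratio.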
CBFb-RUNX1 inh – inhibitors of human CBF-beta and RUNX1 interaction. Q01196+Q13951. AlphaScreen CBFb-His/RUNX1-biotin binding, biochemical. Potency, µM (titrated, usually from 59.8 µM), for the others: at the highest dose activity, negative = inhibition, usual class: inhibitors. 230,000 tested, under 10 active; note: % of control where 0% means no effect
Target sequence (Q01196 whole entry, looked up): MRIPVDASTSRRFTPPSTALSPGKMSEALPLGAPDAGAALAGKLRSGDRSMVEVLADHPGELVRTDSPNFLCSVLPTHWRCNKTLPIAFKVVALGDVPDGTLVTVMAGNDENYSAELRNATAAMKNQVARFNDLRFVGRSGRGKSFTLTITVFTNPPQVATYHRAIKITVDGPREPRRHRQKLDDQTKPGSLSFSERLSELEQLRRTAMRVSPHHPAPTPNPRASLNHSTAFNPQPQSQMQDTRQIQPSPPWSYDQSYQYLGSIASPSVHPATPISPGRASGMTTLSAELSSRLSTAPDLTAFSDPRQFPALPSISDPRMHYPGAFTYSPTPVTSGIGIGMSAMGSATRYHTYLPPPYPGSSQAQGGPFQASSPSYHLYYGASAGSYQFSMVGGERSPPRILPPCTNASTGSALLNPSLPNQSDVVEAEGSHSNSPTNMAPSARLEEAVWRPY
Target sequence (Q13951 whole entry, looked up): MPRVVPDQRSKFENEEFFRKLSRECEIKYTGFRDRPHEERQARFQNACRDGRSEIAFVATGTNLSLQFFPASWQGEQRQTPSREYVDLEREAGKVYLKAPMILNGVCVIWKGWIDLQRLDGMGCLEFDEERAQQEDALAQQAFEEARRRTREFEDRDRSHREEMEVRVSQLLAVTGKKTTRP
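Room-temperature protein-protein interaction test with 30 nM each of His-tagged CBF-beta and biotinylated RUNX1, 15 min with compound, then 90 min with nickel plus streptavidin beads. Signal read in AlphaScreen mode.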
Epigenetic reg – epigenetic control regulation, reporter derepression. murine LDR cells, GFP reporter derepression, 30 h. Potency, µM (doses to about 53.9 µM), for inactives: top-dose GFP activation, usual class: activators. 280,000 compounds, 0.2% hits; note: potency is the fitted concentration of half-maximal effect; % of control where 0% means no effect; nearly all actives have a fitted effect of over 60% in size
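Readout is the number of GFP-expressing murine LDR cells, counted by cytometry following washing. Cells were treated with compound for 30 h at 37 C; the stably integrated CMV-GFP locus is normally silent.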
* marks the source's active call; other numbers are inactive results; ? = inconclusive; / = no result given; & = joins results of further samples; [ ] = another dose, or the depositor's remark. Unless noted, calls come from the whole dose curve; as a rule, active = well fitted curve in the direction sought with a large enough effect; inconclusive = small, poorly fitted or top-dose-only effect, or another doubt; inactive = no such curve, though single readings can be large; an effect the other way counts as inactive or inconclusive.

item | SMILES | CBFb-RUNX1 inh | IMPase Li inh | HttQ103 aggreg | KinaseGlo FLuc | Lamin A splicing | Epigenetic reg | NPSR antagonist
1 | COc1ccc(CC(=O)Nc2oc(-c3ccccc3)c(-c3ccccc3)c2C#N)cc1OC | -1% | 12% | ? | 0% | -2% | 1.0% | 5%[46.1 µM]
2 | Cc1cccc(Nc2sc(C(=O)c3cc4cc(Cl)ccc4o3)c(N)c2C#N)c1 | -20% | / | -4%[9.22 µM] | / | 7%[46 µM] | 0.0% | -7%
3 | CCOc1ccccc1CNC(=O)Cn1c(=O)oc2ccccc21 | -6% | -9%[38.3 µM] | 11% | 14% | 2% | -2.5% | ?
4 | O=C(COc1ccc(Cl)cc1Cl)Nc1ccc(Cl)cn1 | 9% | -3%[38.3 µM] | 10% | -12% | 5% | -1.3% | -11%[46.1 µM]
5 | CC(=O)Nc1ccc(NC(=O)CN(c2cccc(C)c2)S(C)(=O)=O)cc1 | 1% | 24%[38.3 µM] | -7%[9.22 µM] | 2% | 2% | -1.8% | -6%[46.1 µM]
6 | C=CCNCCOCCOc1ccc(C)cc1[N+](=O)[O-] | 7% | 11%[38.3 µM] | -1% | -2% | -1% | -1.6% | -2%[46.1 µM]
7 | CCCOc1ccc(NC(=O)CC2C(=O)N(CC)C(=S)N2CCCN2CCN(Cc3ccccc3)CC2)cc1 (configuration not stated) | -2% | 4% | ? | 1% | / | 6.8% | ?
8 | Cc1cccc2cc(C#N)c(SCC(=O)NCC3CCCO3)nc12 (configuration not stated) | -4% | 0% | 0% | -1% | 0% | ? | ?
9 | CN(C)c1ccc(N2C(=O)CSC2=S)cc1 | / | 9% | 15% | -5% | -7% | 11% | -21%
10 | COc1ccc(NC(=O)CC2C(=O)N(c3cccc(OC)c3)C(=O)N2C2CCCCC2)cc1 (configuration not stated) | 1% | -10%[38.3 µM] | 9% | -2% | 15% | -0.4% | -20%[46.1 µM]
11 | O=C(CCc1nnc(C2CCCCC2)o1)N1CCC(Oc2cccnc2)CC1 | 2% | 9% | 4%[9.22 µM] | 2% | 15%[46 µM] | -1.5% | 18%
12 | Cc1occc1-c1nnc(SCC(=O)c2ccc(F)cc2)n1Cc1ccco1 | -17% | 25%[38.3 µM] | ? | 3% | -2% | -0.1% | -22%[46.1 µM]
13 | COc1ccc(OC)c(N(CC(=O)N2CCC(C)CC2)S(=O)(=O)c2ccc(OC)c(OC)c2)c1 | 1% | -13%[38.3 µM] | 10% | 0% | 2% | -1.8% | -19%[46.1 µM]
14 | CCOC(=O)C1CCCN(Cc2c(C(=O)N3CCOCC3)nc3ccccn23)C1 (configuration not stated) | 12% | 15% | 16% | 1% | / | 9.9% | -15%
15 | COc1cc2c(cc1OC)-c1nnc(-c3ccco3)n1C1(CCCC1)C2 | 0% | 12% | 5% | 1% | 2% | 0.0% | -4%[46.1 µM]
16 | CCc1cc(C(=O)N2CCCC(C(=O)c3cccc4ccccc34)C2)n(C)n1 (configuration not stated) | 11% | 11% | -31% | 1% | / | 0.8% | 20%
17 | O=C(COc1ccccc1)N1CCN(C(=O)c2cccs2)CC1 | 0% | 0%[38.3 µM] | 18% | 8% | 4% | 0.0% | -8%[46.1 µM]
18 | O=c1c2ccccc2nc2c3ccccc3c(Cl)nn12 | 0% | 2% | 18%[9.22 µM] | 2% | / | 3.0% | -12%
19 | COc1ccc(C(=O)On2c(-c3ccc(Br)cc3)nc3ccccc3c2=O)cc1 | 14% | 13% | -9% | 0% | ? | 0.9% | ?
20 | NC(=O)COC(=O)c1cccc(S(=O)(=O)N2CCN(c3ccc(F)cc3)CC2)c1 | 3% | -5% | 22% | 3% | -12%[46 µM] | -2.0% | -2%
21 | CC(C)NC(=O)c1ccccc1NC(=O)Cc1ccc(Br)cc1 | 4% | 3% | -4% | -5% | -13%[46 µM] | 1.1% | -21%
22 | CCCN(CCC)C1=N/C(=C\c2ccco2)C(=O)N1c1ccccc1 | ? | 57%[activator][38.3 µM] | 28% | 13% | 6% | 4.2% | ?
23 | CCCCSc1nnc(-c2cc3c(C(F)(F)F)nn(C)c3s2)n1C | 2% | -4%[38.3 µM] | -1% | -5% | 5% | -2.0% | -16%[46.1 µM]
24 | CC(NS(=O)(=O)c1ccccc1)C(c1cccs1)N1CCN(c2ccccc2)CC1 (configuration not stated) | -11% | 7% | ? | 2% | ? | -0.9% | ?
25 | Cc1ccc(/C=C/C(=O)Nc2ccc(Oc3ccccc3)cc2)o1 | -8% | 15% | -17% | 0% | ? | 2.5% | -3%[46.1 µM]
26 | O=C(OCc1nnc(-c2ccccc2)o1)c1ccc2ccccc2n1 | 11% | 16%[38.3 µM] | -18% | -1% | 9% | 0.0% | 3%[46.1 µM]
27 | O=C1COc2ccc(C(=O)CSc3ccccc3C(=O)O)cc2N1 | -2% | / | 7%[9.22 µM] | / | / | 1.1% | -12%
28 | CCN(CC)S(=O)(=O)c1cccc(NC(=O)CSc2nc3ccccc3[nH]2)c1 | 6% | 14% | -4% | 1% | ? | 1.3% | -21%
29 | CC(C)(C)c1ccc(C(=O)Nc2ccc(CC(=O)O)cc2)o1 | -4% | 30%[38.3 µM] | 25% | -3% | 6% | -0.1% | -20%[46.1 µM]
30 | Cn1c(NNC(=O)c2c(F)cccc2F)cc(=O)n(C)c1=O | -2% | / | 0%[9.22 µM] | / | / | 0.0% | 8%
31 | Fc1ccc2c(c1)C(c1ccc(N3CCOCC3)cc1)=NNC(c1cccs1)=N2 | ? | 9% | -19% | 4% | -17% | -1.1% | -24%[46.1 µM]
32 | C=CCN(Cc1nc(-c2cc(OC)c3c(c2)OCO3)oc1C)C1CCS(=O)(=O)C1 (configuration not stated) | 0% | 3% | 8%[9.22 µM] | -2% | 11%[46 µM] | 1.8% | 2%
33 | COc1ccc(Cn2nnnc2C(c2cc(OC)ccc2OC)N2CCC(C(N)=O)CC2)cc1 (configuration not stated) | 11% | -3%[38.3 µM] | ? | -1% | ? | 4.0% | ?
34 | O=C(Nc1ccc(O)c2c(=O)cc(-c3cccc(Cl)c3)oc12)c1ccccc1Cl | -9% | / | 22%[9.22 µM] | / | / | ? | -57%
35 | COc1ccc2nc(Cl)c(C3CC(c4ccco4)=NN3C(=O)CCCC(=O)O)cc2c1 (configuration not stated) | -3% | / | 30%[9.22 µM] | / | / | 1.7% | 8%[7.67 µM]
36 | CCOc1ccc(N2C(=O)c3cccnc3C2Nc2ccc(F)cc2)cc1 (configuration not stated) | -3% | -2%[38.3 µM] | ? | -1% | 5% | -1.4% | -11%[46.1 µM]
37 | Cc1cc(Cl)c(S(N)(=O)=O)cc1OCC(N)=O | 5% | 14%[38.3 µM] | -10% | 2% | 13% | -1.0% | -5%[46.1 µM]
38 | CC(=O)NC(=S)Nc1cc(C(F)(F)F)ccc1N1CCOCC1 | -23% | 2% | 8% | -2% | ? | -2.0% | 6%
39 | Cc1ccccc1N1C(=O)c2cccc([N+](=O)[O-])c2C1=O | 0% | 11% | 7%[9.22 µM] | -2% | ? | 1.0% | -9%
40 | CCOC(=O)CCCNC(=O)CCNC(=O)c1ccc(OCC(C)C)cc1 | 3% | / | -10%[9.22 µM] | / | / | 0.6% | 9%
41 | C=CCN1C(=O)C2C(C(=O)NCc3ccccc3)C3(C)C=CC2(O3)C1C(=O)NC(C)(C)C (configuration not stated) | 7% | 6%[38.3 µM] | 12% | -1% | 5% | -0.3% | -2%[46.1 µM]
42 | COc1ccccc1C(=O)/C=C/c1ccc(N2CCCCC2)c([N+](=O)[O-])c1 | -1% | 4% | ? | 0% | ? | -1.9% | ?
43 | Cc1ccccc1CN(c1ccc(C(=O)Nc2ccccc2C(=O)NCc2ccco2)cc1)S(C)(=O)=O | ? | 31%[38.3 µM] | 10% | -3% | 1% | -2.9% | -24%[46.1 µM]
44 | Cc1ccc(-n2cnc3scc(-c4cccs4)c3c2=O)cc1 | -2% | 11% | 2% | 4% | ? | 0.0% | -3%[46.1 µM]
45 | O=C(NCc1ccco1)Nc1ccc([N+](=O)[O-])cc1 | 5%&-9% | 7% | -7%[9.22 µM] | -2% | / | -1.1%&-1.4% | -1%&-2%
46 | CCOC(=O)c1ccc(Oc2nc(N(C)C)nc(N3CCOCC3)n2)cc1 | 10% | 1% | -15%[9.22 µM] | 1% | -14%[46 µM] | -5.1% | -33%
47 | CCOC(=O)Cn1nc(-c2ccc(C)cc2)c2ccccc2c1=O | -1% | 2% | -10%[9.22 µM] | -1% | 13%[46 µM] | 2.4% | -17%
48 | CC1(C)C(=O)OC(C(=O)c2ccc(Cl)cc2)C(C)(C)C1=O (configuration not stated) | 2% | -6% | -5% | 0% | ? | 0.4% | 13%
49 | Cc1ccc(N2C(=O)N(CC(=O)NCc3ccc(Cl)cc3)C(=O)C2C)cc1 (configuration not stated) | -1% | -8%[38.3 µM] | -6% | -5% | -7% | -1.1% | -10%[46.1 µM]

The list is partial (hit frequency here may not be typical).
